Bioassay records deposited in PubChem by Broad Institute.
esBAF inh – Bmi1 luciferase reporter increase in mESCs, primary screen, esBAF inhibitor project, mouse ES cells, Bmi1 luciferase knock-in, single point; 24 h; 100% = twice the neutral-well signal; reporter increase, % at 12.5 µM; 350,000 compounds, 2% hits; AID 602393, 2012; in the data active = activation above about 40%; inconclusive = no clear call, values can overlap the other calls;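 also: 0% = median of the plate's neutral control wells and 100% = double that signal; a rise in the Bmi1 reporter signal indicates esBAF inhibition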
CASP6 VEID inh – human caspase-6 inhibitors, primary screen, biochemical, VEID-R110 fluorescence, single point, set 2; purified caspase-6, Z-VEID-R110 cleavage fluorescence; inhibition, % at 12.5 µM; 350,000 compounds, 0.53% hits;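 active = mean inhibition across replicates at least about 35%, with every replicate also reaching that limit, limit read from the data; inconclusive = only one of the two criteria met; inactive = neither criterion met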;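 also: 0% = median of neutral control wells and 100% = no fluorescence left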
Target sequence (P55212 24-179 limits assumed): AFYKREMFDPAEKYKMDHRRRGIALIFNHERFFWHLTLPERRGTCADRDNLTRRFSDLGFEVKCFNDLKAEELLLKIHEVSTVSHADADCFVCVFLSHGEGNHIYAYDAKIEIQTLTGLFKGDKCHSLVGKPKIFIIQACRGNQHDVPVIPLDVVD
Target sequence (P55212 194-293 limits assumed): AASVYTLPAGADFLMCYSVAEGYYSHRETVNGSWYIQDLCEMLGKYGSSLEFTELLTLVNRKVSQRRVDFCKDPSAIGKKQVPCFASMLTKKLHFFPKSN
SIRT5 block – SIRT5 desuccinylase inhibitors, primary screen, biochemical, fluorescence imaging, single point, set 5; Purified SirT5, succinyl-peptide AMC, trypsin-coupled fluorescence; 330,000 compounds, 1.1% hits; NAD-dependent protein deacylase sirtuin-5, mitochondrial (Homo sapiens), Q9NXA8; AID 652115, 2013; inhibition, % at 15 µM; in the data active = inhibition above about 15%; inconclusive = no clear call, values can overlap the other calls
Target sequence (Q9NXA8 whole entry, looked up): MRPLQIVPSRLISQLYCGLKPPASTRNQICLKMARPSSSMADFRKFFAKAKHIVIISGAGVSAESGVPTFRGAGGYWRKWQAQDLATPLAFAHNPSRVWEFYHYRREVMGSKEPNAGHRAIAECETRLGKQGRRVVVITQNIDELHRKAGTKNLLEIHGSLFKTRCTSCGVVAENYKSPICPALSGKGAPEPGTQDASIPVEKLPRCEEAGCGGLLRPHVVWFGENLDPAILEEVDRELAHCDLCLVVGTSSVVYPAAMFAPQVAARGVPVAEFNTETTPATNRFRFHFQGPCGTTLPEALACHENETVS
S100A4 MyoIIA – inhibitors of S100A4-myosin IIA peptide binding, primary screen, biochemical, fluorescence polarization, TAMRA-MyoIIA peptide. Protein S100-A4 (Homo sapiens), P26447. inhibition, % at 10.7 µM. 360,000 compounds, 0.14% hits. AID 652163, 2013;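 active = mean inhibition of at least 70% across replicates, with every replicate also reaching that level; inconclusive = mean inhibition reaches 70% but some replicates fall short; inactive = mean inhibition below 70%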
Target sequence (P26447 whole entry, looked up): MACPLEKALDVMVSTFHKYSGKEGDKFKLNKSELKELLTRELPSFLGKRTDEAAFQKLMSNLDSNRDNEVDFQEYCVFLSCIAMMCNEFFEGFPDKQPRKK
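Material: S100A4 monomer protein | Medium: HEPES pH 7.2 with CaCl2, KCl, NaCl, DTT, Triton | Reagent: Labelled myosin peptide probe, 5 nM | Doses: One dose per compound | Times: 5 min incubation before reading | Benchmarks: Neutral control DMSO, positive control TFP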
FN deposit inh – inhibitors of fibronectin matrix deposition, primary screen, AH1F cells, Alexa488-fibronectin fluorescence, plate reader. inhibition, % at 12.6 µM. 350,000 compounds, 0.086% hits. AH1F fibroblasts, overnight;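 active = mean inhibition across replicates of 30% or more, regardless of how many single replicates reach that level; inconclusive = mean under 30% yet at least half of replicates reach 30%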;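 also: positive control wells lacked labelled fibronectin entirely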
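Assay system: AH1F fibroblasts / Quantity: 10000 cells per well / Medium: DMEM plus 2% serum, read in PBS / Reagent: labelled fibronectin 24 nM / Dosing: single dose, pinned / Times: 1 h cell attachment, overnight exposure to compound and label / Signal: fluorescence, ex 485 nm, em 525 nm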
LGR2 antag – inhibitors of bursicon-induced LGR2 CRE-luciferase signal, primary screen, cell-based, HEK293, CRE-luciferase reporter, bursicon stimulation. Drosophila bursicon receptor LGR2 (rickets). bursicon-stimulated, 4 h. inhibition, % at 9.99 µM. 380,000 compounds, 0.35% hits. AID 720647, 2013;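 active = drop in luminescence signal, shown as inhibition above about 50% in the replicate tests, limit read from the data, passing the limit was not always enough; inconclusive = probably only some replicates passing the limit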;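 also: agonist challenge used bursicon conditioned medium at about half maximal strength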
Statin myotox sup – suppressors of statin myotoxicity in C2C12 myotubes, primary screen, cell-based, single point, plate reader; 330,000 compounds, 0.78% hits; AID 602340, 2012; rescue of ATP level, % at 7.49 µM; C2C12 myotubes + simvastatin, ATP luminescence, 48 h; scaled: DMSO 0, geranylgeraniol control 100;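 active = mean ATP rescue above about 67%, or every replicate alone reaching that limit, limit read from the data, passing the limit was not always enough; inconclusive = no clear call, values can overlap the other calls; inactive = mean under the limit and some replicate under it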;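 also: myotubes were challenged with 10 µM simvastatin during compound exposure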
* = called active by the depositor; ? = inconclusive; · = not tested or not shown. Only part of the results is shown, so the mix of outcomes need not match the whole.

SMILES	esBAF inh	CASP6 VEID inh	SIRT5 block	S100A4 MyoIIA	FN deposit inh	LGR2 antag	Statin myotox sup
NC(=O)C(=O)NCCCN1CCOCC1	·	2	0	2	·	13	·
CC1(c2nnnn2Cc2ccccc2)CCC(=O)N1Cc1cccc(C(F)(F)F)c1 (stereo not given)	·	-3	·	0	12	-6	·
Fc1ccc2nc(C3CCCCN3Cc3nc(CC4CC4)no3)[nH]c2c1 (stereo not given)	·	-2	-8	2	-7	15	·
Cc1[nH]c(=O)nc2c1CCC2	-14	-4	-2	-1	-9	21	-1
COc1ccccc1CCC(=O)OCC(=O)Nc1ccc(S(N)(=O)=O)cc1	-8	2	1	-2	-6	8	3
CCOC(=O)Nc1cc2c(cc1C(C)=O)OCO2	-5	·	·	·	-3	·	41
CCCNC(=O)Nc1ccc2c(c1)OC[C@H](C)N(Cc1ccc(-c3ccccn3)cc1)C[C@H](C)[C@H](OC)CN(C)C2=O	0	-3	·	5	16	-7	21
COc1ccc2cc(C#N)c(Cl)nc2c1	·	2	4	-2	0	-12	·
COc1ccc(S(=O)(=O)N(C)C[C@H]2OCCCC[C@@H](C)Oc3ccc(NS(=O)(=O)c4c(C)noc4C)cc3C(=O)N([C@H](C)CO)C[C@@H]2C)cc1	-1	0	-3	-61	-9	2	·
COc1ccc(CN(CC(=O)NC(C)C)C(=O)CCC(=O)Nc2nccs2)cc1	9	1	-1	-4	-2	3	19
O=C(O)c1cccc(NC(=S)NC(=O)c2ccc(-c3ccc(Cl)cc3)o2)c1	?	3	1	2	-16	-18	-1
Cc1ccc(NC(=O)CSc2n[nH]c(-c3ccco3)n2)c(C)c1	·	1	1	10	-1	-13	·
O=C(O)Cc1ccc(C(=O)c2ccc(F)cc2)s1	-2	·	·	·	5	·	10
COc1nc(N2CCCC2)nc(-n2nnc(C(C)=O)c2C)n1	·	-1	0	1	·	-8	·
c1ccc(-n2nnc3c(N4CCOCC4)ncnc32)cc1	-48	2	4	24	-1	83*	-17
COc1ccc(C(=O)Nc2cccc(NC(=O)c3ccc(OC)cc3OC)n2)c(OC)c1	·	2	·	-4	5	-36	·
CC(C)C(=O)Nc1ccc(S(=O)(=O)Nc2nccc(/C=C/c3ccccc3)n2)cc1	·	-1	-2	0	7	10	·
C[C@H](CO)N1C[C@H](C)[C@@H](CN(C)S(=O)(=O)c2ccccc2)Oc2c(NC(=O)C3CCOCC3)cccc2C1=O	-3	1	-6	-3	·	10	-4
Cc1cc(OCCN2CCOCC2)ccc1Cl	43*	-1	-5	-4	1	-29	-7
CCOC(=O)C1CCN(C(=O)c2ccc(NC(=O)C3CCCO3)cc2)CC1 (stereo not given)	-10	·	·	·	-2	·	1
Cc1[nH]n(-c2ccccc2)c(=O)c1C=Nc1ccc(S(N)(=O)=O)cc1	-3	-3	1	-2	2	3	-3
CC(=O)Nc1ccc(NC(=O)COc2cccc3c2OC(C)(C)C3)cc1	2	0	-3	-4	-14	14	-7
CCCC(=O)Nc1ccc2c(c1)OC[C@@H](C)N(CC1CCOCC1)C[C@@H](C)[C@H](OC)CN(C)C2=O	·	2	5	6	2	-10	·
COc1ccccc1CNc1nc(-c2ccccc2CO)c2sccc2n1	23	1	-10	-1	-5	-19	8
CC(C)NC(=O)N(C)C[C@H]1Oc2c(NC(=O)C3CC3)cccc2C(=O)N([C@@H](C)CO)C[C@@H]1C	0	3	·	4	-5	-4	-15
Next records follow:
SMILES	esBAF inh	CASP6 VEID inh	SIRT5 block	S100A4 MyoIIA	FN deposit inh	LGR2 antag	Statin myotox sup
Cc1ccccc1NC(=S)N(CCN1CCOCC1)Cc1ccccc1F	·	-2	-3	-3	4	11	·
CC=Cc1ccc2n(c1=O)C[C@@H]1[C@@H](CO)[C@H](C(=O)Nc3ccc(-c4ccccc4)cc3)[C@H]2N1C(=O)CC (mixture of isomers)	5	-1	-9	-5	-19	7	-47
C/C(=N/Nc1ccc(C)cc1)C1(C)N(O)C(C)(C)C(c2ccco2)=[N+]1[O-] (stereo not given)	·	2	8	2	-24	0	·
Cc1ccc(CN2CCC(CNC(=O)Nc3ccccc3F)CC2)cc1	-6	-7	-4	-38	-3	2	1
COc1ccccc1C(=O)N/C(=C\c1ccc(Br)cc1)C(=O)NCCC(=O)O	·	1	·	2	-5	5	·
CC(=O)N/C(=C/c1ccc(OS(=O)(=O)c2ccc(C)cc2)cc1)C(=O)Nc1ccc(C(=O)O)cc1	3	24	1	3	5	-13	4
C/C=C/c1cnc2c(c1)C(=O)N([C@H](C)CO)C[C@H](C)[C@H](CN(C)C(=O)c1cccc(F)c1)O2	-4	-1	0	18	-8	-6	3
Cc1ccc(S(=O)(=O)Nc2ccc3c(c2)C(=O)N([C@H](C)CO)C[C@H](C)[C@H](CN(C)C(=O)NC(C)C)O3)cc1	-2	1	·	9	·	4	-2
COCCNc1cc(C)nc2cc(-c3ccc(C)cc3)nn12	·	-2	3	8	0	-25	·
C[C@@H]1CN([C@@H](C)CO)C(=O)c2cc(C#Cc3ccccc3F)cnc2O[C@H]1CN(C)S(=O)(=O)c1ccccc1	7	-1	-1	2	·	3	·
CC1=C(C(=O)OCc2ccccc2)C(c2ccccc2OS(=O)(=O)c2ccc([N+](=O)[O-])cc2)NC(=O)N1CCCC(=O)O (stereo not given)	5	11	-4	1	-1	8	-9
Oc1ccccc1CN1CCCN(Cc2ccccc2O)C1	-10	·	·	·	7	·	-72
Cc1cccc(OCCCCCN2CCOCC2)c1C	-10	2	-1	-4	1	13	-14
CC(C)(C)c1ccc(C(=O)Nn2cnnc2)cc1	-1	1	1	1	-4	-10	-4
CCOc1ccc(C2C(C(=O)c3ccc(C)o3)=C(O)C(=O)N2CCCN(CC)CC)cc1 (stereo not given)	·	-7	-3	-3	5	-5	·
CCNc1ccc(C(=O)OCC(=O)N(Cc2ccccc2)C(C)(C)C)cc1[N+](=O)[O-]	-8	0	-3	-2	1	·	7
COc1ccc(NC(=O)Nc2ccc3c(c2)C(=O)N([C@@H](C)CO)C[C@H](C)[C@@H](CN(C)C(=O)Nc2ccc(F)cc2)OCCCC[C@H](C)O3)cc1	2	0	17*	1	-7	13	-6
Cc1c(C(=O)Nc2ccc(S(=O)(=O)Nc3ncccn3)cc2)oc2ccccc12	10	10	0	-1	1	16	12
COc1ccc(-n2nc3c(c2NC(=O)COc2ccccc2)CS(=O)(=O)C3)cc1	-6	5	-4	3	-1	17	9
CC(=O)Nc1c(C(=O)c2ccc(F)cc2)oc2ccccc12	-1	·	·	·	2	·	-4
CCCNC(=O)Nc1ccc2c(c1)C(=O)N(C)C[C@@H](OC)[C@H](C)CN(C(=O)c1ccccc1F)[C@@H](C)CO2	2	4	-3	7	-8	5	-9
CCN(CC)CCN1C2=C(C(=O)CC(C)(C)C2)C(c2cccc(F)c2)C2=C1CC(C)(C)CC2=O	·	-1	-5	-28	-1	-10	·
C[C@@H]1CN([C@H](C)CO)C(=O)c2cc(NC(=O)Nc3ccc(C(F)(F)F)cc3)ccc2O[C@H]1CN(C)Cc1ccc(C(F)(F)F)cc1	-3	0	4	-3	·	-24	-66
CCOc1ccc(N(CC(=O)NC2CCCCC2)S(=O)(=O)c2ccc(C)cc2)cc1	7	-1	·	1	8	6	-22
COc1ccc(C2=NC(=O)NC2c2ccc(OC)cc2)cc1 (stereo not given)	·	3	-1	-2	-5	-8	·
More compounds:
SMILES	esBAF inh	CASP6 VEID inh	SIRT5 block	S100A4 MyoIIA	FN deposit inh	LGR2 antag	Statin myotox sup
COc1ccc(-n2ncc3c(N4CCN(Cc5ccccc5)CC4)ncnc32)cc1	35	1	-2	-1	-6	-4	9
Cc1noc(C)c1NC(=O)Nc1ccc2c(c1)CC(=O)N([C@H](C)CO)C[C@H](C)[C@H](CN(C)S(C)(=O)=O)O2	0	·	·	·	·	2	8
CCCCc1c(-c2ccccc2OC)ncn1Cc1ccc(F)c(F)c1	·	0	·	-14	-1	-6	·
Cn1cnc(S(=O)(=O)N[C@@H]2CC[C@H](CC(=O)NCC3CC3)O[C@@H]2CO)c1	-1	-1	2	0	-3	-3	-4
CCCNC(=O)C1(C)CCN(C(=O)c2ccc(C)c(F)c2)C1 (stereo not given)	-8	1	·	4	·	8	-1
CCCCOCC1CN(CCCC)S(=O)(=O)c2c(NCc3cc(OC)c(OC)c(OC)c3)cccc2O1 (stereo not given)	·	-2	·	-7	6	17	·
Cc1ccc(S(=O)(=O)CCNC(=O)Cc2ccccc2)cc1	1	1	0	-1	-10	8	6
COCC(=O)N1C[C@H](C)[C@H](OC)CN(C)C(=O)c2cc(NC(=O)c3cc(C)on3)ccc2OC[C@H]1C	-4	-2	6	17	13	-2	1
O=C(COc1ccc(F)cc1)N(Cc1cccc(Br)c1)C1CCS(=O)(=O)C1 (stereo not given)	7	-1	-2	-3	-1	-4	11
CC/C(C)=N/NC(=O)c1[nH]c2ccc(C)cc2c1-c1ccccc1	-9	2	-3	0	16	-11	-12
O=C(CCCC(=O)N(CC(=O)NC1CCCCC1)c1ccccc1F)Nc1ccccn1	4	-1	5	-5	2	2	0
CC(=O)/C(N=Nc1ccc(SC(F)F)cc1)=C(\C)O	·	0	-5	-7	7	-32	·
Cn1c(N)c(S(=O)(=O)N2CCN(c3ccccc3F)CC2)c(=O)n(C)c1=O	5	1	1	-3	·	-5	-8
C=CCn1c(SCC(=O)Nc2ccc(-c3nc4ccc(C)cc4s3)cc2)nnc1-c1ccncc1	35	0	2	4	-5	·	-5
Cc1ccc(S(=O)(=O)NCCc2ccc(S(N)(=O)=O)cc2)cc1	-4	·	·	·	-7	·	-7
Cc1[nH]c2ccccc2c1CC(=O)Nc1ccc(N(C)c2cccnc2)c(-c2cccc(Cl)c2)c1	·	6	·	-1	-4	-8	·
Cc1noc(C)c1S(=O)(=O)Nc1ccc2c(c1)C(=O)N([C@@H](C)CO)C[C@H](C)[C@H](CN(C)C(=O)CCC(F)(F)F)OCCCC[C@H](C)O2	3	1	6	3	·	19	·
Cc1cc(Cl)c2oc(C(=O)N(C)C3CCOC3)c(C)c2c1 (stereo not given)	42*	8	2	-5	4	-45	-2
COc1ccc(OC)c(-n2nnnc2SCC(=O)NCc2ccc3c(c2)OCO3)c1	3	·	·	·	·	-5	16
Cc1ccccc1Nc1sc(C(=O)Nc2cccc(Cl)c2)c(N)c1C(N)=O	·	13	2	-2	7	2	·
COC(=O)[C@H]1[C@H](CO)[C@H]2Cn3c(ccc(C4=CCCCC4)c3=O)[C@H]2N1CC1CCCCC1	0	-1	3	-13	·	-1	?
COc1ccc(C(=O)C(Sc2nnc(C)c(=O)[nH]2)c2ccc(OC)cc2)cc1 (stereo not given)	·	3	-2	2	2	-4	·
COc1cccc(CNS(=O)(=O)c2ccc3c(c2)CC(C)N3C(=O)C2CCC2)c1 (stereo not given)	15	0	-4	-2	-9	-9	34
Cc1ccc(S(=O)(=O)N2CCC(Oc3ccc(-n4cnnn4)cc3)CC2)cc1	-2	-2	-1	10	-2	14	-4
COc1ccc(CNc2oc(-c3ccccc3)nc2C#N)cc1	0	1	·	4	8	-41	37

Single entries from the list:
CCCNC(=O)C1(C)CCN(C(=O)c2ccc(C)c(F)c2)C1 (stereo not given) in Statin myotox sup shows -1
Cc1[nH]c2ccccc2c1CC(=O)Nc1ccc(N(C)c2cccnc2)c(-c2cccc(Cl)c2)c1 in FN deposit inh shows -4
